Assay outcomes (PubChem)
SR-BI DiI-HDL act: SR-BI HDL lipid transfer activation; AID 504775; CHO ldlA[mSR-BI] cells, DiI-HDL uptake fluorescence, 3 h; 100 = double the neutral-control signal; activation, % at 12.5 µM; 0.096% of 320,000 active;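 active = mean replicate activation of at least 60% and every replicate at or above 60%; inconclusive = mean or all-replicate condition met, but not both; inactive = mean below 60% and not all replicates reaching 60%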;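 note: 0% = median plate neutral-control signal and 100% = twice that signal; values of inactives mirror those of a sister screen read the other way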
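Test system: SR-BI-overexpressing, LDLR-lacking CHO cells. Measured by: DiI fluorescence, bottom read. Medium: Ham's F12 with 0.5% BSA, HEPES 25 mM, pH 7.4. Timing: 3 h uptake period with compound, 37 °C.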
dFosB activator: enhances mouse delta FosB homodimer DNA binding. activation, % at 25 µM. 0.99% of 340,000 active. purified delta FosB, TAMRA-CDK5 oligo fluorescence polarization; percent of positive-control signal above neutral wells. P13346;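 active = mean activation above about 17%, with every replicate also reaching it, limit read from the data, passing the limit was not always enough; inconclusive = only one of the two conditions met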;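 note: fluorescence polarization rise as delta FosB binds a TAMRA Cdk5 AP-1 oligo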
Target sequence (P13346 whole entry, looked up): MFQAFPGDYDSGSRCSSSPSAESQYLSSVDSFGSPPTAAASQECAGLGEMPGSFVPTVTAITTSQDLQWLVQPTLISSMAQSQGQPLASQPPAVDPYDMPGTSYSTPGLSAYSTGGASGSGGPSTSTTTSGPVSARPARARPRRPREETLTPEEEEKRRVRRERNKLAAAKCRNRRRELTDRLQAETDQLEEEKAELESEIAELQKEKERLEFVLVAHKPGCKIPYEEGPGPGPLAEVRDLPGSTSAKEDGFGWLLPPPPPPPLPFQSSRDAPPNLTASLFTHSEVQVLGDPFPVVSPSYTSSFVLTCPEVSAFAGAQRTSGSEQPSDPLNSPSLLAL
NSD2 HMT inh: inhibitors of human histone methyltransferase NSD2 | 0.54% of 310,000 active | inhibition, % at 12.5 µM | NSD2 peptide methylation, AlphaScreen, 120 min; in the data active = inhibition above about 50%
CAL PDZ FP-1: inhibitors of human CAL PDZ peptide binding; Q9HD26; purified CAL PDZ, TMR-peptide fluorescence polarization, 1 h; inhibition, % at 24.9 µM; 0.92% of 300,000 active; AID 602252;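 active = mean inhibition of at least 30% with at least half of replicates also reaching 30%; inconclusive = no clear call, values can overlap the other calls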;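 note: 0% = DMSO neutral control and 100% = excess unlabeled competitor peptide PRC23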
MITF act: increases MITF-driven TRPM1 promoter luciferase signal; activation, % at 12.5 µM; 0.75% of 300,000 active; SK-MEL-5 TRPM1-promoter luciferase, 24 h; % of positive control, neutral wells = 0; AID 588334;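 active = mean activation of at least 80% with every replicate also reaching 80%; inconclusive = mean reaches 80% but some replicate falls short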;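 note: 0% = neutral control wells and 100% = parthenolide positive control wells; values of inactives mirror those of a sister screen read the other way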
CAL PDZ FP-2: inhibitors of human CAL PDZ peptide binding | purified CAL PDZ, TMR-peptide fluorescence polarization, 1 h | inhibition, % at 20 µM | 0.02% of 330,000 active | AID 504414;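 active = highest replicate inhibition of at least 40%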;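 note: plate controls were DMSO neutral control wells for no effect and unlabeled competitor peptide control wells for full effect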
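Material – purified CerCALP PDZ construct · Detection – FP readout, S and P plane fluorescence · Measure – percent inhibition from loss of millipolarization · Controls – unlabelled peptide for full inhibition, DMSO wells as neutral · Probe or stimulus – TMR-labelled reporter peptide T*-PRC34 bound in PDZ groove · Times – 1 h at RT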
SR-BI HDL uptake: inhibitors of mouse SR-BI mediated HDL lipid uptake; Q61009; ldlA[mSR-BI] CHO cells, DiI-HDL uptake fluorescence, 3 h; inhibition, % at 12.5 µM; 0.96% of 320,000 active; AID 488896;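 active = mean replicate inhibition of at least 70% and a set share of replicates each scoring 70 or more; inconclusive = meets just one of the two criteria; inactive = fails both criteria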;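 note: 0% = median of neutral control wells and 100% = median of positive control wells; values of inactives mirror those of a sister screen read the other way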
Rtt109 HAT inh: inhibitors of Candida albicans Rtt109/Vps75 histone acetyltransferase. purified Rtt109/Vps75, ThioGlo CoA-SH fluorescence, 4 h. Q5AAJ8. 0.16% of 330,000 active. inhibition, % at 34.9 µM;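 active = inhibition of at least 50% in every replicate; inconclusive = best replicate reaches 50% inhibition but some replicates fall short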
Target sequence (Q5AAJ8 whole entry, looked up): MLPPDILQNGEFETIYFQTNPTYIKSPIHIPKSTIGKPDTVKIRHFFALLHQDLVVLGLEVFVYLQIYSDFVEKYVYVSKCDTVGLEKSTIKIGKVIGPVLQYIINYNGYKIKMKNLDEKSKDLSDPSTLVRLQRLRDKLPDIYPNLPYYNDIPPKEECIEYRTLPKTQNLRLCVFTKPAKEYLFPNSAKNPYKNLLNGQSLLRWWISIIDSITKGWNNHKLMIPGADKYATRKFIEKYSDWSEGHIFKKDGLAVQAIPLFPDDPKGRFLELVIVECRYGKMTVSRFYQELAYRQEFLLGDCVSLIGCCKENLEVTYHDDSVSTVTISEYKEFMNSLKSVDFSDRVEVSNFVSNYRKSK
PfHsp90 yeast 2: growth inhibition of yeast expressing Plasmodium Hsp90 | S. cerevisiae expressing PfHsp90, BacTiter-Glo ATP, 48 h; yeast lacking PDR1 and PDR3 efflux regulators | inhibition, % at 9.4 µM | 0.32% of 310,000 active | AID 504621;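 active = every replicate shows inhibition above about 80%, whatever the replicate mean, limit read from the data; inconclusive = mean inhibition reaches the set limit but some replicate falls short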;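 note: 0% = DMSO neutral controls and 100% = 20 µM radicicol positive controls; yeast relying on Plasmodium falciparum Hsp90 in place of its own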
PvdQ inh: blocks Pseudomonas aeruginosa PvdQ acylase activity. inhibition, % at 10 µM. 0.063% of 340,000 active. purified PvdQ acylase, fluorescence plate reader. AID 488965; in the data active = inhibition above about 30%, passing the limit was not always enough; inconclusive = no clear call, values can overlap the other calls;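 note: 0% = vehicle neutral wells and 100% = reference inhibitor wells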
* marks the source's active call; other numbers are inactive results; ? = inconclusive; · = not tested or not shown.

SMILES	SR-BI DiI-HDL act	dFosB activator	NSD2 HMT inh	CAL PDZ FP-1	MITF act	CAL PDZ FP-2	SR-BI HDL uptake	Rtt109 HAT inh	PfHsp90 yeast 2	PvdQ inh
CCc1nc(SCc2cccnc2)c2c(=O)n(C)c(=O)n(C)c2n1	-13.1	-2.9	·	-1.6	-6.9	-1.5	13.1	-3.8	-43.1	3.1
CC(Oc1ccc(Cl)cc1Cl)C(=O)Nc1ccncc1 (configuration not stated)	8.1	-4.4	·	5.6	-7.1	-0.7	-8.1	8.9	14.0	-3.2
COc1ccc(N2CCN(C(=O)c3ccc(F)cc3)CC2)c([N+](=O)[O-])c1	-33.3	-8.2	5.8	·	-4.3	-0.4	33.3	7.1	14.0	-2.1
CC(C)Sc1ccc(C(=O)Nc2ccc(F)cc2F)cn1	-1.4	-0.4	-6.0	-0.6	?	-0.7	1.4	0.1	1.6	-21.4
CC(=O)NC(CC(=O)Nc1ccc(S(=O)(=O)N2CCCCC2)cc1)c1ccccc1 (configuration not stated)	0.0	-9.8	-1.2	-7.1	·	-1.1	0.0	3.6	4.4	-15.9
COc1cccc(NC(=O)Nn2cnnc2)c1	·	-5.5	-0.9	2.9	-1.1	1.3	14.5	-3.5	11.7	-4.1
CCOC(=O)c1ccc(NC(=O)NS(=O)(=O)c2ccc(C)cc2)cc1	20.3	-1.1	0.6	-3.4	3.1	-0.5	-20.3	-7.6	7.7	1.5
COc1cccc(OCC(O)CN2CCN(c3ccc(F)cc3)CC2)c1 (configuration not stated)	-6.3	-8.3	0.7	-0.2	0.0	0.0	6.3	-3.5	-25.9	-7.8
O=C(CS(=O)(=O)c1ccccc1)c1cc2cc(F)ccc2oc1=O	9.4	-0.5	4.6	78.8*	-0.5	-1.0	-9.4	0.1	-8.7	-15.2
O=C(Cc1noc2ccccc12)Nc1ccc(Cl)cc1	25.1	0.0	-2.3	-1.5	18.7	-0.1	-25.1	1.2	16.0	-9.2
C[C@H](NC(=O)[C@@H]1CSC2c3ccccc3C(=O)N21)C(=O)NCc1c(F)cccc1Cl (some centres not stated)	15.1	-17.0	4.0	13.0	-2.3	-0.2	-15.1	-4.3	5.1	-13.0
CC(C)(C)OC(=O)N1CCC(C(=O)Nc2ccc(C(=O)NCc3ccccc3)cc2)CC1	·	10.0	·	-5.5	-2.5	-0.9	·	-9.6	13.1	-11.2
Cc1ccc(S(=O)(=O)N2CCC(C(=O)OCC(=O)N3CCC(C)CC3)CC2)cc1C	-6.5	-7.4	-0.6	3.5	3.0	-2.5	6.5	-21.1	·	-11.7
COC(=O)c1csc2c(C(F)(F)F)cc(N3CCN(C(=O)Nc4ccccc4)CC3)nc12	-57.2	-6.6	-1.6	·	-15.7	-0.4	57.2	-5.6	-2.7	-15.9
O=S(c1ccsc1)c1ccsc1	39.8	5.9	-6.4	-0.4	-12.7	·	-39.8	-1.5	-12.2	-2.2
CC1CC1C(=O)N1CCN(S(=O)(=O)c2cccc(F)c2)CC1 (configuration not stated)	5.1	9.0	-1.8	1.5	2.3	-2.0	-5.1	-5.9	·	-8.9
CC(=O)c1ccc(NC(=O)Cn2nc(C)c([N+](=O)[O-])c2C)cc1	-16.1	-5.3	-4.1	-3.7	5.5	-1.3	16.1	1.6	-6.4	-7.7
CCCS(=O)(=O)N1CCCC(C(=O)Oc2ccc(OC)cc2)C1 (configuration not stated)	10.0	0.5	-1.3	-4.8	8.9	0.1	-10.0	-6.8	15.1	-4.4
COc1ccc([C@@H]2[C@@H]3C(=O)N(C(C)(C)C)C(=O)[C@@H]3[C@]3(C)C(=O)N(c4cccc(C)c4)C(=O)N23)cc1	14.4	5.0	·	1.8	6.5	0.3	-14.4	9.3	-12.8	5.7
O=C(NC1CCN(Cc2ccc(Cl)cc2)CC1)c1cn(-c2ccccc2)nc1-c1cccnc1	2.9	0.5	-0.1	-4.3	42.3	-3.9	-2.9	12.0	·	1.4
O=C(NC(=S)Nc1nc(-c2ccccc2)cs1)c1cncc(Br)c1	29.5	-2.9	·	-2.1	8.2	-2.4	-29.5	·	3.1	-7.5
O=C(Nc1nc(N2C(=O)c3ccccc3C2=O)n(-c2ccccc2)n1)c1ccc(F)cc1	-7.8	0.3	1.0	-4.8	2.5	-3.3	7.8	1.7	3.5	-12.2
Cn1cc(CNC(=O)c2cc(-c3ccc(Br)cc3)nc3ccccc23)cn1	-63.2	-21.0	0.0	-7.6	24.4	-2.3	63.2	15.2	-7.4	4.6
O=C(Nc1cc(S(=O)(=O)N2CCOCC2)ccc1O)c1ccco1	8.6	0.3	-5.7	2.5	8.1	-0.3	-8.6	2.2	-6.9	4.6
O=S(=O)(NCC(c1ccco1)N1CCN(c2ccccc2F)CC1)c1ccccc1 (configuration not stated)	-16.0	-8.4	-1.7	-2.7	-1.8	0.2	16.0	5.4	2.7	-2.5
O=C1NC[C@H](c2ccccc2)OC(=O)[C@@H](Cc2ccc(F)cc2)C/C=C\C[C@H]1CC(=O)N(CCO)Cc1ccccc1	-57.7	-22.3	·	-0.2	-19.9	0.4	57.7	13.6	3.4	-8.2
CC(C)(C)NC(=O)c1c(F)c(F)c(F)c(F)c1F	24.5	0.3	-2.9	-1.3	10.3	-3.1	-24.5	-27.4	5.9	-13.1
Cc1ccccc1C(=O)Nc1nnc(-c2ccc(C(C)(C)C)cc2)s1	8.7	1.3	-1.2	-3.6	10.9	0.6	-8.7	-5.8	-13.8	-14.8
CCOc1cc(CNCc2cccnc2)ccc1OCC(=O)NC(C)(C)C	24.4	-4.5	6.1	0.5	4.4	-1.1	-24.4	·	8.5	-4.1
CCN(CC)C(=O)COc1ccc(S(=O)(=O)N2CCOCC2)cc1	-2.7	-2.3	-0.5	0.2	-2.9	-0.7	2.7	1.7	-5.5	2.2
Cn1c(C(=O)N2CCN(c3ccc(Cl)cc3)CC2)cc2c(=O)[nH]c3ccccc3c21	-17.4	7.4	-2.5	-3.9	·	-1.1	17.4	-4.5	·	-3.3
O=C(COc1ccc2c(c1)CCC2)NCc1ccccc1	26.3	-6.6	-2.0	·	14.8	-2.1	-26.3	8.1	-5.5	18.7
CC(=O)c1ccc(NC2OC(C)C(O)C(O)C2O)cc1 (configuration not stated)	27.4	1.3	1.6	-6.2	0.3	-0.4	-27.4	0.2	12.3	-9.4
Cc1csc(NC(=O)CSc2nc(C)cs2)n1	5.8	2.1	4.8	-0.6	15.4	-0.7	-5.8	0.5	-0.9	-2.2
Cc1cc(N2C(=O)C(O)=C(C(=O)c3ccco3)C2c2cccc(O)c2)no1 (configuration not stated)	24.2	1.6	6.6	-3.4	5.3	-1.4	-24.2	-3.5	11.0	-1.6
CCOc1ccccc1NC(=O)N1CCN(S(C)(=O)=O)CC1	13.4	-0.6	2.0	-0.5	8.8	·	-13.4	-14.8	31.3	-7.3
Cc1ccc(CNC(=O)c2ccc(N3CCC4(CC3)CC(c3cccc(Br)c3)=NO4)c(N)c2)cc1	-85.0	2.9	·	3.3	-9.5	-0.7	85.0*	12.8	4.7	-11.4
Cc1cc(/C=C2\SC(=S)N(Cc3ccco3)C2=O)c(C)n1-c1ccccc1	11.9	-9.8	3.0	-3.7	24.8	0.0	-11.9	-0.9	-5.6	2.5
COc1ccc(S(=O)(=O)N2CCC(C(=O)NCc3ccccn3)CC2)cc1OC	7.4	3.1	-5.2	-3.8	-5.3	1.3	-7.4	4.0	5.0	-16.6
CCOc1ccc(NC(=S)N(CCN2CCOCC2)Cc2ccc3c(c2)CCCN3CC)cc1	·	-18.2	20.6	6.5	6.8	0.9	·	1.9	-27.3	-3.6
O=C(CSc1ccccn1)N/N=C/C=C/c1ccccc1	13.5	-5.0	5.2	2.1	45.7	-3.0	-13.5	2.6	-10.0	-0.1
Cc1cccc(OCCn2nnc3ccccc32)c1C	4.2	-4.8	-0.1	-3.2	·	0.5	-4.2	3.8	13.9	15.7
COC(=O)C(NNc1ccccc1C)(NC(=O)c1ccc(F)cc1)C(F)(F)F (configuration not stated)	40.5	-8.0	5.0	-1.7	·	-2.2	-40.5	·	3.0	1.0
CCOC(=O)N1CCN(C(=O)c2cc(C)c3c(C)nn(-c4ccccc4)c3n2)CC1	-14.6	-14.7	-0.7	·	0.3	-2.7	14.6	-7.4	-0.1	-3.5
CCOC(=O)CN1C(=O)N[C@@H](c2cccc(C(F)(F)F)c2)C(C(C)=O)=C1C	9.7	-5.2	·	-3.3	13.8	-2.7	-9.7	-3.1	·	-19.5

Molecules listed so far with bromine:
SMILES	SR-BI DiI-HDL act	dFosB activator	NSD2 HMT inh	CAL PDZ FP-1	MITF act	CAL PDZ FP-2	SR-BI HDL uptake	Rtt109 HAT inh	PfHsp90 yeast 2	PvdQ inh
O=C(NC(=S)Nc1nc(-c2ccccc2)cs1)c1cncc(Br)c1	29.5	-2.9	·	-2.1	8.2	-2.4	-29.5	·	3.1	-7.5
Cn1cc(CNC(=O)c2cc(-c3ccc(Br)cc3)nc3ccccc23)cn1	-63.2	-21.0	0.0	-7.6	24.4	-2.3	63.2	15.2	-7.4	4.6
Cc1ccc(CNC(=O)c2ccc(N3CCC4(CC3)CC(c3cccc(Br)c3)=NO4)c(N)c2)cc1	-85.0	2.9	·	3.3	-9.5	-0.7	85.0*	12.8	4.7	-11.4

Going on with the list.
SMILES	SR-BI DiI-HDL act	dFosB activator	NSD2 HMT inh	CAL PDZ FP-1	MITF act	CAL PDZ FP-2	SR-BI HDL uptake	Rtt109 HAT inh	PfHsp90 yeast 2	PvdQ inh
CCN(CC(=O)NCCc1ccccc1)S(=O)(=O)c1ccc(Br)cc1	·	-7.0	-1.7	-0.2	-1.5	-2.1	·	-4.5	8.8	-10.7
COc1ccc(CN(C)C(=O)[C@H](Cc2ccccc2)NC(=O)c2ccco2)c(OC)c1	0.0	-5.0	-1.6	-6.7	2.0	-0.3	0.0	-1.1	-7.6	-19.0
O=C(O)c1cc(S(=O)(=O)N2CCCCC2)ccc1F	9.3	-1.0	-5.9	-1.6	-3.2	-0.1	-9.3	-16.5	-9.8	-10.7
O=C(O)c1ccc(CSc2nc(-c3ccc(Cl)cc3)cc(C(F)(F)F)n2)cc1	26.6	-18.1	0.5	1.2	14.3	-1.7	-26.6	29.4	-4.6	6.0
Cc1cc(-c2nn(-c3ccccc3F)cc2CN2CCC(C(N)=O)CC2)c(C)s1	·	-6.5	2.8	-0.2	3.0	-2.3	·	-1.7	-2.2	-8.7
O=C(CS(=O)(=O)Cc1ccccc1)Nc1nc2ccccc2s1	13.1	-1.4	-2.9	6.1	·	-2.2	-13.1	0.9	0.0	9.0
NC(=O)NCc1cccc(Cl)c1	16.7	-0.3	-2.1	-0.9	10.8	-1.9	-16.7	-7.5	-20.3	-5.1
O=C(CCc1nnc(CCCc2ccccc2)o1)NCCN1CCOC1=O	7.7	7.8	1.7	3.0	15.6	-2.1	-7.7	·	3.2	9.0
